GPR55 beta-arrestin: selective activators of receptor GPR55 – imaging, U2OS cells, beta-arrestin-GFP redistribution, primary screen (AID 1961); activation, % at 10 µM; hits with a dose series show EC50 in µM; U2OS GPR55 beta-arrestin-GFP redistribution imaging; higher % means a stronger effect; 290,000 tested, 0.048% active;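 active means activation above 40% with more than 50 cells counted in the well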;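 further: U2OS osteosarcoma cells stably expressing GPR55 and beta-arrestin-GFP; plate controls were DMSO negative control for no effect and LPI positive control for full effect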
GPR55 LPI antagonism: inhibition of LPI-stimulated GPR55 beta-arrestin translocation – imaging, U2OS, beta-arrestin-GFP, LPI agonist, primary screen (AID 2013) | one-dose inhibition, % at 10 µM; IC50 in µM for titrated hits | 290,000 tested, 0.13% active | U2OS GPR55 beta-arrestin-GFP translocation imaging, LPI antagonism; higher % means a stronger effect;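 active means spots per cell inhibited over 60%, with over 100 cells counted and total cytoplasm intensity under 500,000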;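 further: U2OS cells stably carrying GPR55 and arrestin-GFP stimulated by 5 µM LPI near EC80; imaged beta-arrestin-GFP aggregate spots per cell after agonist stimulation; plate controls were LPI-stimulated DMSO wells for no effect and DMSO wells without LPI for full effect; some results filed as inactive read as strong as hits; confirmed hits need IC50 under 10 µM and bright autofluorescent wells are also inconclusive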
NS5 inhibitors: flavivirus cap methylation enzyme inhibition – biochemical, confirmation dose response, primary screen (AID 588689); Dengue-2 NS5 methyltransferase capping enzyme assay, biochemical; higher % means a stronger effect; inhibition, % at 25 µM; hits with a dose series show IC50 in µM; 340,000 tested, 0.3% active; in the data active means a potency from the dose series
Rac1 GTP hydrolysis: MgcRacGAP GTPase-activating activity inhibitors, confirmation, biochemical, ADP Hunter fluorescence; MgcRacGAP-stimulated Rac1 GTP hydrolysis, ADP Hunter fluorescence; higher % means a stronger effect; GST-tagged Rac1 F28L mutant substrate; inhibition, % at 30 µM, or IC50 in µM where a hit was titrated; 340,000 tested, 0.6% active; AID 624330;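 active means first-screen hits whose inhibition reached a set limit at any dose in the follow-up dose series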;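 further: fluorescence reports GDP produced by GAP-driven GTP hydrolysis; strong numbers were not always called active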
AID2073: disruptors of CaV2.2 binding to Mint1 – biochemical, HTRF (AID 2073) | HTRF protein-protein interaction, Mint1-CaV2.2; higher % means a stronger effect | inhibition, % at 20 µM; hits with a dose series show IC50 in µM | 290,000 tested, 0.19% active; in the data active means inhibition mostly above about 51%, no sharp cut-off; further: some results filed as inactive read as strong as hits
GPR35 arrestin U2OS: inhibition of zaprinast-stimulated GPR35 beta-arrestin translocation – imaging, U2OS, beta-arrestin-GFP, zaprinast agonist, primary screen (AID 2058); U2OS GPR35 beta-arrestin-GFP translocation imaging, zaprinast antagonism; higher % means a stronger effect; one-dose inhibition, % at 10 µM; IC50 in µM for titrated hits; 290,000 tested, 0.052% active;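 active means inhibition of at least 50% with at least 30 cells and total cytoplasm GFP at most 10,000,000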
SV40 large T antigen: SV40 large T antigen inhibitors, biochemical (AID 1903); SV40 large T antigen ATPase/helicase inhibition assay; higher % means a stronger effect; inhibition, % at 20 µM, or IC50 in µM where a hit was titrated; 310,000 tested, 0.39% active; in the data active means a potency from the dose series; further: strong numbers were not always called active
NTR1 agonist: agonists of NTR1, primary screen, imaging, U2OS cells, beta-arrestin-GFP, high content (AID 493036). NTR1-U2OS beta-arrestin-GFP spot imaging, agonist mode. activation, % at 20 µM. 330,000 tested, 0.17% active;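 active means activation at or above 40% of the spot to cytoplasm intensity ratio, with at least 20 cells analyzed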;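 further: 0% = DMSO without peptide and 100% = 100 nM NTR1 peptide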
Target sequence (P30989 whole entry, looked up): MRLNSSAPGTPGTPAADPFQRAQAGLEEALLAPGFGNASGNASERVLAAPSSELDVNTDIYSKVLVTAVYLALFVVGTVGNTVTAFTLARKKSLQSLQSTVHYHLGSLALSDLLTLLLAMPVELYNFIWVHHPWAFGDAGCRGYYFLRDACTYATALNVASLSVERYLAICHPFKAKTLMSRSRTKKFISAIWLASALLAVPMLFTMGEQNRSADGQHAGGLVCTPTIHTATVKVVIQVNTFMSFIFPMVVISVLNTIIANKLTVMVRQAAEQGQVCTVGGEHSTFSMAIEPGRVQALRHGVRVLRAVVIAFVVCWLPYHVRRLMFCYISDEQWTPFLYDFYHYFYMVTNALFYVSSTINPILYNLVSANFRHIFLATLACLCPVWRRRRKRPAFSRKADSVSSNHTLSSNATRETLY
Yfh1-off respiration: enhancers of respiration in Yfh1-depleted yeast, dose response, Friedreich's ataxia, plus single-dose screen (AID 1465) | one-dose fold induction at 50 µM; EC50 in µM for titrated hits | 220,000 tested, 0.074% active | S. cerevisiae Yfh1-off respiration, WST-1 reduction, 72 h; higher fold induction means a stronger effect;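 active means fold induction of absorbance versus untreated yeast above a set limit, then at least 30% activation at any dose in follow-up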;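 further: activators that raise dye reduction in frataxin-depleted yeast; strong numbers were not always called active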
NTR1 agonist cell count 20 µM: also measured in NTR1 agonist; calls as there; cell count; measured here: cell count, cytotoxicity flag
Numbers without * were called inactive. The order is random; any-hit rate near 1.7%.

Screening O=C(Cn1nc(-c2ccccc2)c2ccccc2c1=O)NN1CCOCC1 returned GPR55 beta-arrestin 0.5%, GPR55 LPI antagonism -6%, NS5 inhibitors 10%, Rac1 GTP hydrolysis 7%, AID2073 -7%, GPR35 arrestin U2OS -10%, SV40 large T antigen 7%, NTR1 agonist 1.0, Yfh1-off respiration inactive and NTR1 agonist cell count 20 µM 50.
Screening O=C(Cn1c(=O)oc2ccc(Cl)cc21)Nc1ccon1 returned GPR55 beta-arrestin -0.1%, GPR55 LPI antagonism 4%, NS5 inhibitors -7%, Rac1 GTP hydrolysis -27%, AID2073 -13%, GPR35 arrestin U2OS 11%, SV40 large T antigen 14%, NTR1 agonist -0.8 and NTR1 agonist cell count 20 µM 70.
CCC(C(=O)NCc1cccnc1)n1nc(C)n2c(cc3occc32)c1=O (stereo unspecified) was read as GPR55 beta-arrestin -0.1%, GPR55 LPI antagonism 5%, NS5 inhibitors -3%, Rac1 GTP hydrolysis 7%, AID2073 -4%, GPR35 arrestin U2OS 4%, SV40 large T antigen 3%, NTR1 agonist -1.0 and NTR1 agonist cell count 20 µM 62.
For Cc1cc(F)ccc1NC(=S)NC1CCCC1 the results were GPR55 beta-arrestin -0.1%, GPR55 LPI antagonism 21%, NS5 inhibitors 6%, Rac1 GTP hydrolysis 4%, AID2073 -3%, GPR35 arrestin U2OS -11%, SV40 large T antigen 16%, NTR1 agonist 0.9 and NTR1 agonist cell count 20 µM 63.
CCCCN1CN(Cc2ccco2)CNC1=S was read as GPR55 beta-arrestin 0.1%, GPR55 LPI antagonism -15%, NS5 inhibitors 1%, Rac1 GTP hydrolysis 7%, AID2073 -8%, GPR35 arrestin U2OS -8%, SV40 large T antigen 8%, NTR1 agonist -0.3, Yfh1-off respiration inactive and NTR1 agonist cell count 20 µM 35.
Screening CCOCCCNC(=O)/C(C#N)=C/c1cc(Br)c(O)c(Br)c1 returned GPR55 beta-arrestin -0.1%, GPR55 LPI antagonism -6%, NS5 inhibitors 3%, Rac1 GTP hydrolysis 10%, AID2073 4%, GPR35 arrestin U2OS 6% and Yfh1-off respiration inactive.
Screening CC(=O)Nc1ccc(S(=O)(=O)N(C)CC(=O)NC2=NCCS2)cc1 returned GPR55 beta-arrestin -0.1%, GPR55 LPI antagonism 6%, NS5 inhibitors -11%, Rac1 GTP hydrolysis 12%, AID2073 0%, GPR35 arrestin U2OS -17%, SV40 large T antigen 7%, NTR1 agonist -0.1, Yfh1-off respiration inactive and NTR1 agonist cell count 20 µM 64.
Screening O=C(N=C1SC2CS(=O)(=O)CC2N1c1ccc(F)cc1)C1CCCCC1 (stereo unspecified) returned GPR55 beta-arrestin -0.2%, GPR55 LPI antagonism 16%, NS5 inhibitors -10%, Rac1 GTP hydrolysis 9%, AID2073 6%, GPR35 arrestin U2OS -7%, SV40 large T antigen 14%, NTR1 agonist 1.7 and NTR1 agonist cell count 20 µM 61.
`Nc1c(C(=O)Nc2ccc(F)cc2)nnn1-c1cccc(C(F)(F)F)c1` gave GPR55 beta-arrestin -0.4%, GPR55 LPI antagonism -4%, NS5 inhibitors -4%, Rac1 GTP hydrolysis -1%, AID2073 7%, GPR35 arrestin U2OS -7%, SV40 large T antigen 11%, NTR1 agonist 0.4, Yfh1-off respiration inactive and NTR1 agonist cell count 20 µM 68.
Screening CC(C)C(O)(C#CCN1CCCCCC1)c1ccccc1 (stereo unspecified) returned GPR55 beta-arrestin 0.6%, GPR55 LPI antagonism 11%, NS5 inhibitors 1%, Rac1 GTP hydrolysis 3%, AID2073 2%, GPR35 arrestin U2OS 9%, SV40 large T antigen -1%, NTR1 agonist 1.7, Yfh1-off respiration inactive and NTR1 agonist cell count 20 µM 36.

Looked up one by one from the list above (two):
Screening CCOCCCNC(=O)/C(C#N)=C/c1cc(Br)c(O)c(Br)c1 returned GPR55 beta-arrestin -0.1%, GPR55 LPI antagonism -6%, NS5 inhibitors 3%, Rac1 GTP hydrolysis 10%, AID2073 4%, GPR35 arrestin U2OS 6% and Yfh1-off respiration inactive.
Screening CC(=O)Nc1ccc(S(=O)(=O)N(C)CC(=O)NC2=NCCS2)cc1 returned GPR55 beta-arrestin -0.1%, GPR55 LPI antagonism 6%, NS5 inhibitors -11%, Rac1 GTP hydrolysis 12%, AID2073 0%, GPR35 arrestin U2OS -17%, SV40 large T antigen 7%, NTR1 agonist -0.1, Yfh1-off respiration inactive and NTR1 agonist cell count 20 µM 64.

Next part
Screening COc1ccc(CNC(=O)C(CCSC)NC(=O)c2ccco2)cc1 (stereo unspecified) returned GPR55 beta-arrestin 0.3%, GPR55 LPI antagonism -5%, NS5 inhibitors 1%, Rac1 GTP hydrolysis 2%, AID2073 -2%, GPR35 arrestin U2OS 15%, SV40 large T antigen 10%, NTR1 agonist -4.2 and NTR1 agonist cell count 20 µM 27.
COc1ccc(Cc2nc(N)nc(N)n2)cc1 was read as GPR55 beta-arrestin -0.2%, GPR55 LPI antagonism 3%, NS5 inhibitors -1%, Rac1 GTP hydrolysis 11%, AID2073 0%, GPR35 arrestin U2OS -2%, SV40 large T antigen 21%, NTR1 agonist -0.4, Yfh1-off respiration inactive and NTR1 agonist cell count 20 µM 33.
CCN(CC)CC(O)Cn1c2ccccc2c2ccccc21 (stereo unspecified) was read as GPR55 beta-arrestin -0.1%, GPR55 LPI antagonism 9%, NS5 inhibitors -3%, Rac1 GTP hydrolysis 4%, AID2073 5%, GPR35 arrestin U2OS 0%, SV40 large T antigen 0%, NTR1 agonist -0.7, Yfh1-off respiration inactive and NTR1 agonist cell count 20 µM 67.
Cc1cc(C(=O)NCCc2ccc(Cl)cc2)c2ccccc2n1 was read as GPR55 LPI antagonism -2%, NS5 inhibitors -7%, Rac1 GTP hydrolysis 6%, AID2073 14%, GPR35 arrestin U2OS 22%, SV40 large T antigen 7%, NTR1 agonist 2.8 and NTR1 agonist cell count 20 µM 45.
Cc1ccc(C)c(S(=O)(=O)N2CCCC2CNC(=O)C(=O)NCCN2CCOCC2)c1 (stereo unspecified) was read as NS5 inhibitors 9%, Rac1 GTP hydrolysis 1%, SV40 large T antigen 22%, NTR1 agonist -0.4 and NTR1 agonist cell count 20 µM 61.
`NC1=C(c2ccccc2)C(=O)NC1=O` gave GPR55 beta-arrestin -0.1%, GPR55 LPI antagonism -13%, NS5 inhibitors -3%, Rac1 GTP hydrolysis 1%, AID2073 10%, GPR35 arrestin U2OS -1%, SV40 large T antigen -3%, NTR1 agonist 0.3 and NTR1 agonist cell count 20 µM 91.
Screening COc1ccc(-n2nc3c(N4CCC(C(=O)NCc5cccc(C)c5)CC4)nnc(C)c3c2C)cc1 returned GPR55 beta-arrestin 0.2%, GPR55 LPI antagonism 18%, NS5 inhibitors 12%, Rac1 GTP hydrolysis 11%, AID2073 12%, GPR35 arrestin U2OS 13%, SV40 large T antigen 6%, NTR1 agonist 19 and NTR1 agonist cell count 20 µM 70.
Cc1cccc(C(C)C)c1NC(=O)COC(=O)COc1ccc2c(C)cc(=O)oc2c1 was read as GPR55 beta-arrestin -0.1%, GPR55 LPI antagonism 2%, NS5 inhibitors -7%, Rac1 GTP hydrolysis 4%, AID2073 4%, GPR35 arrestin U2OS 3%, SV40 large T antigen 8%, NTR1 agonist -1.8, Yfh1-off respiration inactive and NTR1 agonist cell count 20 µM 58.
Screening COc1ccc(C(=O)Nc2cccc(C(=O)O)c2)cc1S(=O)(=O)N1CCCC1 returned GPR55 beta-arrestin 0.2%, GPR55 LPI antagonism 7%, NS5 inhibitors 5%, Rac1 GTP hydrolysis 6%, AID2073 11%, GPR35 arrestin U2OS 10%, SV40 large T antigen 27%, NTR1 agonist -0.8 and NTR1 agonist cell count 20 µM 57.
For CCCCNc1c(N)n(CCCC)c(=O)[nH]c1=O the results were GPR55 beta-arrestin 0.2%, GPR55 LPI antagonism 21%, AID2073 -1%, GPR35 arrestin U2OS -17%, SV40 large T antigen 2%, NTR1 agonist 2.1, Yfh1-off respiration inactive and NTR1 agonist cell count 20 µM 48.
For O=C(/C=C/c1ccccc1)Nc1nnc(-c2ccco2)o1 the results were GPR55 beta-arrestin -0.1%, GPR55 LPI antagonism 8%, NS5 inhibitors -4%, Rac1 GTP hydrolysis 3%, AID2073 3%, GPR35 arrestin U2OS 1%, SV40 large T antigen -4%, NTR1 agonist 3.3, Yfh1-off respiration inactive and NTR1 agonist cell count 20 µM 58.
For CC(C)c1cccc(C(C)C)c1NC(=O)COC(=O)C1CCC1 the results were NS5 inhibitors -7%, Rac1 GTP hydrolysis 1%, SV40 large T antigen 10%, NTR1 agonist -0.2 and NTR1 agonist cell count 20 µM 75.
For Cc1ccc(-c2nc(C(=O)NC3CCCCCC3)no2)cc1 the results were NS5 inhibitors 1%, Rac1 GTP hydrolysis 4%, NTR1 agonist -0.7, Yfh1-off respiration inactive and NTR1 agonist cell count 20 µM 32.
Screening CCOC(=O)c1c(C)[nH]c(C(=O)COC(=O)CCC(=O)c2ccc3c(c2)OCCO3)c1C returned GPR55 beta-arrestin -0.3%, GPR55 LPI antagonism -4%, NS5 inhibitors -1%, Rac1 GTP hydrolysis 4%, AID2073 0%, GPR35 arrestin U2OS -20%, SV40 large T antigen 4%, NTR1 agonist -1.1, Yfh1-off respiration inactive and NTR1 agonist cell count 20 µM 72.
Screening COc1ccc(-c2[nH]ncc2CN2CCCO2)c(F)c1 returned GPR55 beta-arrestin 0.8%, GPR55 LPI antagonism 49%, NS5 inhibitors -11%, Rac1 GTP hydrolysis 8%, AID2073 -2%, GPR35 arrestin U2OS 10%, SV40 large T antigen 0%, NTR1 agonist -0.5, Yfh1-off respiration inactive and NTR1 agonist cell count 20 µM 70.
For Clc1cccc(C2=NOC(c3nnc(-c4ccccc4)o3)C2)c1 (stereo unspecified) the results were GPR55 beta-arrestin -0.1%, GPR55 LPI antagonism 8%, NS5 inhibitors 4%, Rac1 GTP hydrolysis 10%, AID2073 4%, GPR35 arrestin U2OS 5%, SV40 large T antigen 10%, NTR1 agonist 0.3, Yfh1-off respiration inactive and NTR1 agonist cell count 20 µM 100.
`COc1ccc(C)cc1NC(=O)C1CC(=O)N(Cc2ccco2)C1` (stereo unspecified) gave GPR55 beta-arrestin 0.3%, GPR55 LPI antagonism -5%, NS5 inhibitors -6%, Rac1 GTP hydrolysis -1%, AID2073 -10%, GPR35 arrestin U2OS 11%, SV40 large T antigen 11%, NTR1 agonist 1.8, Yfh1-off respiration inactive and NTR1 agonist cell count 20 µM 64.
For CC(=O)c1ccc(NC(=S)N2CCN(c3ccccn3)CC2)cc1 the results were GPR55 beta-arrestin 0.3%, GPR55 LPI antagonism 1%, NS5 inhibitors -9%, Rac1 GTP hydrolysis 11%, AID2073 -20%, GPR35 arrestin U2OS -6%, SV40 large T antigen 6%, NTR1 agonist 0.6 and NTR1 agonist cell count 20 µM 88.

Screens: PubChem BioAssay, several laboratories
